Screens: PubChem BioAssay, several laboratories
ABCB6 inh MLPCN = human ABCB6 transporter inhibition | K562-ABCB6 porphyrin accumulation, flow cytometry, 1 h; active compounds read low | 360,000 tested, 0.19% active | fluorescence ratio to DMSO, % at 10 µM | Q9NP58;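 active means fluorescence ratio to DMSO below 75%, the collection mean minus 3 SD; inconclusive means too few cells collected in the well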;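 further: signal is porphyrin accumulated inside mitochondria; 100% equals median channel fluorescence of DMSO control wells; lower ratio means ABCB6 inhibition with less porphyrin fluorescence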
CaV13 ICDI inh = Primary screen for inhibitors of IQ motif and Ca2+-dependent inactivation inhibitor domain binding in CACNA1D, Förster resonance energy transfer in living cells, … | AID 743397 | 340,000 tested, 0.098% active | HEK cells, CFP/YFP FRET ICDI-IQ, plate reader, 10 min; percent FRET-ratio fall versus neutral wells | inhibition, % at 12.3 µM;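 active means mean replicate inhibition of at least 30% and at least 1% of replicates passing that level; inconclusive means only one of the two criteria is met; inactive means neither criterion is met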;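 further: 0% = median of the neutral control wells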
MC4R barr agon = agonists of human melanocortin 4 receptor (MC4R) beta-arrestin; P32245; 360,000 tested, 0.98% active; U2OS MC4R beta-arrestin complementation, luminescence; percent of melanotan II response, DMSO zero; AID 540308; activation, % at 8.9 µM;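 active means activation above a per-plate cutoff, the mean activation of sample wells on that plate plus 3 SD, cut at about 8% in these data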
PDI inh = inhibitors of human protein disulfide isomerase | P07237 | PDI insulin aggregation turbidity, A650, 90 min | inhibition, % at 10 µM | 350,000 tested, 0.052% active | AID 588391;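 active means mean inhibition across replicates of 30% or more, whatever share of single replicates reach that level; inconclusive means mean inhibition below 30% while every single replicate reaches 30%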;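 further: absorbance from insulin aggregation driven by PDI reduction with DTT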
Target sequence (P07237 whole entry, looked up): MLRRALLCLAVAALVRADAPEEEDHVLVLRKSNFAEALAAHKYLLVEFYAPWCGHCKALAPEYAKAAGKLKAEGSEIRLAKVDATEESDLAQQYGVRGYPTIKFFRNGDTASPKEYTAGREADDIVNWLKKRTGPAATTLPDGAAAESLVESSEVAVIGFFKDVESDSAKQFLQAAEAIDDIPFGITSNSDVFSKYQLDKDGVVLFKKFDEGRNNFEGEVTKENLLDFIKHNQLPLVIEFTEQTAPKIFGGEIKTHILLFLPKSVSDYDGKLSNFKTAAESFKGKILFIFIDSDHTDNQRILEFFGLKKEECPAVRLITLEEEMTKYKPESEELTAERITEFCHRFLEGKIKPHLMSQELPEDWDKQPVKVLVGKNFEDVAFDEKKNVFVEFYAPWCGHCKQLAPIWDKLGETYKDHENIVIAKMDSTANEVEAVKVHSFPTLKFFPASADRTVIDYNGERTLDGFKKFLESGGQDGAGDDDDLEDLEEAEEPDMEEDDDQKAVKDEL
aDG glyco act = alpha-DG glycosylation activation; Pro5-aDG cells, alpha-DG glycosylation AlphaScreen (IIH6); 0% Pro5, 100% B10-LARGE cell signal; activation, % at 10 µM; 360,000 tested, 0.22% active; AID 624168;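 active means activation of at least 8% versus controls, or a plate z-score of at least 8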;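 further: Pro5 are CHO cells carrying HIG-tagged alpha-DG that lacks glycosylation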
Cardio protect = myocardial damage modulation in H9c2 cells; H9c2 cardiomyocytes, H2O2 injury protection, ATPLite, 2 h; 360,000 tested, 0.63% active; protection from H2O2 cell death, % at 20 µM;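 active means compounds giving at least 50% protection of heart cells from peroxide-induced death in the single-dose screen, raw or plate-pattern-corrected value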;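 further: 0% = DMSO wells with peroxide and 100% = DMSO wells without peroxide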
Glyco luc inh = N-linked glycosylation inhibition; D54 ERlucT glycosylation luciferase reporter, 24 h; percent of 100 nM tunicamycin response; reporter increase, % at 12.5 µM; 360,000 tested, 0.23% active;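 active means mean luciferase reporter signal, scaled so untreated is 0 and the glycosylation-blocking control 100, at or above a set limit in every replicate; inconclusive means mean reaches the limit but not every replicate does; inactive means mean below the limit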;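 further: luciferase carries N-glycosylation sites so blocking glycosylation raises the light; 0% = median of neutral control wells and 100% = median of 100 nM tunicamycin wells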
Vif inh = inhibitors of HIV Vif. HEK293T cells, Vif self-association by quenched fluorescence, imaging, 24 h. inhibition, % at 7.49 µM. 340,000 tested, 0.35% active. AID 602346; in the data active means inhibition above about 50%, passing the limit was not always enough; inconclusive means no clear call, values can overlap the other calls; inactive means below about 31%; further: some results filed as inactive read as strong as hits
MC4R antagonist = antagonists of human melanocortin 4 receptor (MC4R); P32245; MC4R-expressing cells, MTII-stimulated cAMP, LANCE TR-FRET; inhibition, % at 6.5 µM; 360,000 tested, 0.48% active; AID 540295;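 active means inhibition above its plate's cutoff, the mean of tested wells on that plate plus 3 SD, cut at about 29% in these data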;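 further: 0% = Melanotan II alone and 100% = Melanotan II plus saturating MCL0020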
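Assay system: U2OS cells stably expressing human melanocortin 4 receptor (MC4R) / Dosing: 6.5 µM / Timing: compound 30 min, challenge 1 h, detection 1 h / Measured by: Eu-cAMP/anti-cAMP TR-FRET, emission 671 nm / Replicates: singlicate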
m5-HT2A agonist = activates the mouse 5-HT2A serotonin receptor; P35363; CHO-K1 mHTR2A beta-arrestin complementation, luminescence; percent of 30 µM serotonin response; activation, % at 7.6 µM; 360,000 tested, 0.66% active;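 active means activation above a run cutoff, the mean activation of all tested compounds plus 3 SD, cut at about 14% in these data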;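 further: 0% = plate median of compound wells and 100% = 30 µM serotonin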
Target sequence (P35363 whole entry, looked up): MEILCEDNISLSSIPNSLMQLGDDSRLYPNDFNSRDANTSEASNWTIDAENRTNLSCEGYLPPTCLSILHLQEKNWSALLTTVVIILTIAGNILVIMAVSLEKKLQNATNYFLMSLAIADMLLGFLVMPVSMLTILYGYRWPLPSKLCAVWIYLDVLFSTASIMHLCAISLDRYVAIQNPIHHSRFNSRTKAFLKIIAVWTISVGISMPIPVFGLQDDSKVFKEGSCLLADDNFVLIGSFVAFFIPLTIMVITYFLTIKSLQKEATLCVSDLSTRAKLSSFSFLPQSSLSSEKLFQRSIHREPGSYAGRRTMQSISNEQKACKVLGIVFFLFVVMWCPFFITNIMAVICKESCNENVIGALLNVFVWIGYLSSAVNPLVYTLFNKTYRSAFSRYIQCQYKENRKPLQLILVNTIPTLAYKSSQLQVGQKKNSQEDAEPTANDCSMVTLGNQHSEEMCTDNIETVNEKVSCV
Numbers without * were called inactive; ? = inconclusive; / = not tested or not shown.

cpd	SMILES	ABCB6 inh MLPCN	CaV13 ICDI inh	MC4R barr agon	PDI inh	aDG glyco act	Cardio protect	Glyco luc inh	Vif inh	MC4R antagonist	m5-HT2A agonist
1	Cc1cc(S(=O)(=O)NCCc2ccccc2)c(C)s1	98	-5	-0.7	-3	0.1	-4	-2	7	-2	-1
2	CN(C)S(=O)(=O)c1ccc(NC(=O)COc2ncnc3sccc23)cc1	97	-7	-0.4	-5	-0.4	6	1	1	-1	-3
3	COc1ccccc1NC(=O)COC(=O)c1cc2c(s1)CCC2	96	-6	1.6	8	-0.1	-7	-1	-1	4	-1
4	C[C@H]1Cn2cnc(C(=O)N[C@H](C)c3ccccc3)c2C(=O)N1	101	-3	1.2	-5	0.1	7	2	-6	15	-6
5	Cc1cc2c(cc1S(=O)(=O)N1CCN(c3ccccc3F)CC1)OCC(=O)N2	97	/	-0.2	-8	-0.1	-3	0	-8	4	-9
6	COc1ccc(C(=O)NCCc2c[nH]c3ccc(OC)cc23)cc1	95	-4	-1.7	-3	0.3	5	1	/	3	-1
7	COC(=O)c1ccc(Nc2nc3ccc(C)cc3n3cnnc23)cc1	101	-4	0.0	-4	0.2	3	0	1	-2	10
8	O=C(C1CC1)N1N=C(c2ccc(F)cc2)CC1(O)C(F)(F)F (stereo not drawn)	104	-5	1.6	0	0.0	14	0	3	4	-3
9	Cc1cc(C)n2nc(-c3ccsc3-n3c(C)ccc3C)cc2n1	117	-4	-1.6	7	3.0	3	-1	3	5	3
10	O=C(N/N=C/c1cccc([N+](=O)[O-])c1)c1cc(-c2ccccc2)nc2ccccc12	87	-4	-1.0	25	-0.3	8	0	-5	-3	-2
11	COc1ccc2oc(C(=O)NCCN3CCOCC3)c(C)c2c1OC	95	/	-3.9	-5	-0.1	2	0	4	12	8
12	CC(C)(C)OC(=O)C[C@@H]1C/C=C\C[C@@H](CC(=O)N[C@@H](CO)Cc2ccccc2)C(=O)N2CCC[C@@H]2COC1=O	100	-2	0.7	1	-0.3	6	-3	-6	7	3
13	CCN1CCN(c2ccc(S(=O)(=O)N3CCCC3)cn2)CC1	96	-4	-0.8	2	-0.3	-3	1	8	15	3
14	O=C(COc1ccc(Br)cc1)Nc1ccncc1	96	-5	-1.2	-5	0.1	-29	0	12	1	3
15	CC(=O)N1CCC(=NNc2ccnc3cc(Cl)ccc23)CC1	107	6	-3.0	?	0.0	3	-3	9	3	-5
16	Cc1ccc(S(=O)(=O)N2CCN(c3ccccc3)CC2)cc1C(=O)NC1CCCCC1	87	-7	-1.1	5	0.0	0	-2	-27	1	-1
17	COc1cccc(NC(=O)CN2CCN(S(=O)(=O)c3ccc(F)cc3)CC2)c1	101	-10	-0.7	-8	0.2	-5	0	-4	4	-2
18	CCn1c(C)nc2cc(C(=O)NNS(=O)(=O)c3cc(Br)ccc3Br)ccc21	91	-14	-0.9	5	-0.1	1	1	0	4	0
19	CSc1ncc(CN2CCc3c([nH]c4ccccc34)C2C(C)(C)C)cn1 (stereo not drawn)	100	-20	-0.6	10	-0.1	-8	-2	-5	-2	10
20	Fc1ccc(-c2nnc(NC3=NCCCCC3)o2)cc1	100	-4	-1.3	-8	-0.3	-31	-17	-1	6	1
21	COc1ccc(C(=O)Nn2cc3c(c2-c2ccccc2)c(=O)n(C)c(=O)n3C)cc1	98	-5	-3.5	-9	0.0	4	-3	2	14	-1
22	Cc1cc(C)nc(-n2nc(C)c(Oc3ccccc3O)c2C)n1	107	/	-2.9	-1	-0.4	0	1	9	6	-1
23	Nc1nc(N2CCOCC2)cc(=O)[nH]1	93	/	-2.5	-9	0.0	-6	3	-3	-1	-4
24	Cn1c(COc2ccc(F)cc2)nnc1SCC(=O)NC1CC1	98	/	-3.6	-3	0.1	-4	1	-7	5	0
25	CCN1C(=O)C2(SC(NC(C)=O)=NN2C(C)=O)c2cc(C)ccc21 (stereo not drawn)	99	/	-0.6	-8	-0.2	4	1	3	7	4
26	O=C(CSCc1ccco1)Nc1cc(C(F)(F)F)ccc1N1CCOCC1	99	-8	-1.2	1	0.2	4	17	0	7	-2
27	Cc1csc(SCC(=O)Nc2cc(S(=O)(=O)N3CCCC3)ccc2Cl)n1	92	/	-1.2	4	0.0	-1	1	-25	3	-6
28	CC(C)c1ccc(NC(=O)Cn2nnc(C(=O)NCc3ccc4c(c3)OCO4)c2N)cc1	105	-2	-0.1	-1	-0.1	-8	-4	10	-1	3
29	Cc1ccc(OCC(=O)N(C)CC(=O)Nc2ccc(F)cc2)c([N+](=O)[O-])n1	102	7	-1.7	13	0.0	3	-1	6	26	1
30	CCOC(=O)N1CCN(Cc2ccc3ccccc3c2)CC1	96	-6	-0.8	1	0.1	-3	0	-8	-1	5
31	O=C(COC(=O)c1c2c(nc3ccccc13)/C(=C\c1cccs1)CCC2)Nc1ccccc1Cl	100	-7	-1.5	-5	-0.4	-3	-4	1	8	-1
32	O=C(NCc1ccc2c(c1)OCO2)c1cc(-c2ccccc2)nn1CC1CC(c2cccnc2)=NO1 (stereo not drawn)	97	-8	0.2	-6	0.3	-1	0	2	5	3
33	Brc1ccc(-c2csc(-c3ccncc3)n2)cc1	105	-3	-3.6	0	0.2	-2	2	-8	18	-1
34	CCCN(CCC)C(=O)c1cn(CC)c2ccc(S(=O)(=O)N3CCCCC3)cc2c1=O	94	-2	0.0	6	-0.1	-1	0	-6	-5	-2
35	Cc1nnc(NC(=O)C2COc3ccccc3O2)s1 (stereo not drawn)	106	-6	-0.2	5	-0.3	4	-4	-1	4	4
36	COc1ccc(-c2c(-c3ccsc3)oc3c2C(O)CCC3)cn1 (stereo not drawn)	101	-7	/	/	0.0	/	/	/	/	-1
37	c1ccc2c(c1)nc(NC1CCCCC1)c1nncn12	95	-6	1.8	0	0.0	5	0	0	-3	9
38	CCCS(=O)(=O)C(=C1NCCO1)S(=O)(=O)CCC	92	/	0.6	-1	0.1	12	1	3	-1	-1
39	CCOc1cc(CNCCc2ccc(S(N)(=O)=O)cc2)ccc1OCC(=O)NC(C)(C)C	103	0	-0.9	-2	0.0	-15	0	3	6	-4
40	CC(=O)Nc1sc2c(c1C#N)CCN(Cc1ccccc1)C2	102	-4	-0.9	/	-0.3	1	-2	2	6	0
41	COc1cc2c(cc1NC(=O)C(C)Sc1cccc[n+]1[O-])oc1ccccc12 (stereo not drawn)	99	4	1.5	2	-0.1	1	2	-12	14	-5
42	N#Cc1c(N)nc(SCC(=O)C23CC4CC(CC(C4)C2)C3)c(C#N)c1-c1ccc(Cl)cc1	97	-6	4.4	-3	-0.3	-25	-3	-3	16	3
43	Cc1ccc(O)c(-c2cc(C(F)(F)C(F)F)[nH]n2)c1	93	-7	3.3	-5	0.0	-32	-1	-5	-1	-7
44	CC1Nc2ncnc(N3CCN(c4ccccc4)CC3)c2N(Cc2ccc(Br)cc2)C1=O (stereo not drawn)	93	-5	-5.4	13	0.1	62*	-4	0	14	-19
45	CCC1(CC)SCCNC1=O	102	-6	0.2	2	0.1	-6	0	12	6	-6
46	CCN(CC(=O)Nc1ccc2c(c1)OCCO2)C(=O)COc1ccc(C(C)=O)cc1	92	-5	-1.6	-11	-0.1	0	2	9	5	-1
47	Cc1c(NC(=O)C(C)OC(=O)c2nc(Cl)ccc2Cl)c(=O)n(-c2ccccc2)n1C (stereo not drawn)	93	-3	-2.1	-2	-0.3	-3	2	1	1	7
48	COCc1cc(C)nc(SCC(=O)Nc2ccccc2N2CCOCC2)c1C#N	96	-5	-2.5	-8	0.6	11	-2	-2	11	-7
49	COc1cccc(N2C(=O)Nc3ccccc3C2(O)C(=O)NCc2ccc3c(c2)OCO3)c1 (stereo not drawn)	99	-5	0.8	17	0.1	-8	-1	-3	0	5
50	O=C(NC1CCCCC1)C(c1cccs1)N(Cc1cccs1)C(=O)c1ccco1 (stereo not drawn)	106	-4	-0.8	1	0.9	11	-3	-1	9	-4
51	CCOC(=O)CSc1nc2ccccc2n1CC(=O)NC(C)(C)C	122	-7	-0.1	-5	0.0	-3	-1	5	4	3
52	COc1ccccc1N1CCN(C(=O)c2oc3ccc(Br)cc3c2C)CC1	103	-2	-2.4	-2	0.1	-3	22	-2	-17	-1
53	Cc1cc(NCc2ccc(F)cc2)nc2cc(Cl)ccc12	98	-5	-0.3	2	0.0	-9	-2	0	4	9
54	Fc1ccc(Nc2nc(NCc3ccccc3)nc3ccsc23)cc1	95	-5	0.0	-3	3.8	-24	-7	-7	6	-4
55	COc1cc2[nH]c(=O)n(CCCC(=O)NC3CCCCC3)c(=O)c2cc1OC	98	/	0.1	-33	0.0	-2	0	55*	1	6
56	O=C(CCNC(=O)c1ccccc1Cl)Nc1nc(-c2ccc3ccccc3c2)cs1	99	-17	-2.5	24	1.3	-10	-2	-4	4	3
57	COc1ccc(OCC(=O)N2CCN(c3nnc(-c4ccccc4)c4ccccc34)CC2)cc1	93	-4	1.0	0	0.4	17	-3	-11	11	9
58	COc1ccc(CNCc2ccccc2[N+](=O)[O-])cc1OC	93	-22	0.8	7	-0.1	2	2	4	-3	-1
59	CCOC(=O)C1CCN(C(=O)Nc2cccc(OC)c2)CC1	98	-4	0.9	6	-0.1	-5	1	-4	-5	0
60	COc1cc(OC)cc(N(C(=O)CNC(=O)c2cccs2)C(C(=O)NCC2CCCO2)c2ccc(OC)c(OC)c2)c1 (stereo not drawn)	103	15	-2.1	2	-0.4	1	-1	-3	0	0

Remaining list, next part:
cpd	SMILES	ABCB6 inh MLPCN	CaV13 ICDI inh	MC4R barr agon	PDI inh	aDG glyco act	Cardio protect	Glyco luc inh	Vif inh	MC4R antagonist	m5-HT2A agonist
61	COc1ccc(CC(=O)N(C)CC(=O)Nc2ccccc2C(F)(F)F)cc1S(=O)(=O)N1CCOCC1	96	/	-1.9	23	0.0	1	-1	3	-5	-3
62	Cn1c(S(=O)(=O)c2ccc([N+](=O)[O-])cc2)nc(Br)c1Br	80	-4	-1.7	-3	0.4	-5	-1	10	4	1
63	COc1cccc2sc3cc(NCCCN4CCOCC4)ccc3c(=O)c12	90	-5	-2.7	-2	-0.3	19	6	1	1	-17
64	Cc1ccc2nc(NCC(=O)NN)nc(-c3ccccc3)c2c1	99	-13	1.3	-20	0.3	0	-1	-2	3	2
65	COC(=O)[C@]1(C)N[C@H](CN(C)C(=O)c2ccc(F)cc2)[C@@H]2C(=O)N(C)C(=O)[C@@H]21	97	-5	-0.7	0	0.0	-1	0	-7	2	2
66	O=C(Cc1c(F)cccc1Cl)Nc1ccc(S(=O)(=O)NCC2CCCO2)cc1 (stereo not drawn)	97	0	0.1	-3	0.0	-2	2	-8	11	-7
67	CCOc1ccccc1/C=N/Nc1cc(C)nc2ccc(C)cc12	96	-3	-1.4	2	0.0	-6	1	2	2	-3
